High-throughput results from PubChem BioAssay.
hK5 inh – kallikrein 5 (human) inhibition. recombinant hK5, fluorogenic AMC substrate cleavage. hit rate 0.59% among 210,000. inhibition, % at 5 µM;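 active means inhibition of 40% or more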;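 further: 0% = enzyme controls without compound and 100% = no-enzyme blanks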
Target sequence (Q9Y337 67-293 limits assumed): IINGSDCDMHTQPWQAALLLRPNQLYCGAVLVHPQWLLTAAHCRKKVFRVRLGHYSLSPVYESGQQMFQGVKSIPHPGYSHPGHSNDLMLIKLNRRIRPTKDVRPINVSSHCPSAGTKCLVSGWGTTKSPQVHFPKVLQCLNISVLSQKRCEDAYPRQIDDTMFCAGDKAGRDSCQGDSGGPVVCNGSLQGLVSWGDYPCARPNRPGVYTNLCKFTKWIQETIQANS
14-3-3 Bad PPI – disrupts binding of bovine 14-3-3 zeta to phospho-Bad peptide | TR-FRET 14-3-3zeta/Dy647-pBad peptide displacement, 1 h | hit rate 0.71% among 220,000 | AID 781 | inhibition, % at 21.7 µM | P63103;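 active means inhibition above about 70%, limit read from the data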;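 further: 0% = full 14-3-3 plus peptide FRET controls and 100% = background without 14-3-3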
Target sequence (P63103 whole entry, looked up): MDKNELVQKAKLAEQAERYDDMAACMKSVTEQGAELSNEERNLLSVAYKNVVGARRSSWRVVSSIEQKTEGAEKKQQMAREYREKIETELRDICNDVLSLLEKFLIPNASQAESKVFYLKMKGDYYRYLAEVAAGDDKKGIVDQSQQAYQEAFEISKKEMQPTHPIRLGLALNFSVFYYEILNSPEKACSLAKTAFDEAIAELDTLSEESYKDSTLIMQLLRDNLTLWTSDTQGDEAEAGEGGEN
Runt-CBFb FRET – blocks binding of human RUNX1 Runt domain to CBFb; AID 1496; inhibition, % at 20 µM; hit rate 0.46% among 220,000; Cerulean-Runt/Venus-CBFb FRET ratio 530/480, 1 h;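 active means inhibition over about 50% at 20 µM in the single-dose screen, limit read from the data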;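 further: 0% = DMSO wells and 100% = excess unlabeled CBFb competitor control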
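Assay system: Cerulean-Runt domain fusion protein, energy donor; Signal: fluorescence energy transfer, 422 nm excitation, 530/480 nm emission; Timing: 1 h compound exposure, room temperature; Control set: unlabeled CBFb; Medium: Tris buffer pH 7.5 with salts and BSA; Compound: single test concentration of 20 µM, 1% DMSO final; Probe or stimulus: Venus-CBFb 100 nM.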
Runt-SMMHC FRET – inhibitors of human RUNX1 Runt domain binding to CBFb-SMMHC | inhibition, % at 20 µM | Q01196+Q13951 | Cerulean-Runt/Venus-CBFb-SMMHC FRET ratio 530/480, 1 h | AID 1434 | hit rate 0.74% among 220,000;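 active means mean inhibition across duplicate retests at 20 µM reaching about 50%, limit read from the data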;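 further: 0% = DMSO wells and 100% = wells with excess untagged CBFb-SMMHC; inhibitors lower the FRET ratio by blocking Runt binding to CBFb-SMMHC; some results filed as inactive read as strong as hits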
thrombin 1536 – blocks human thrombin protease activity; inhibition, % at 5 µM; P00734; alpha-thrombin, Boc-VPR-AMC fluorogenic substrate cleavage; hit rate 0.26% among 220,000; AID 1046;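 active means inhibition at or above 40%; inactive means inhibition below 40%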;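 further: 0% = enzyme with no compound and 100% = wells without enzyme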
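System: Human alpha-thrombin protein | Medium: pH 7.5 Tris (50 mM) with NaCl 150 mM, Tween 20 0.05% | Times: Enzyme reaction carried out at room temperature | Detection: AMC fluorescence, 355/460 nm | Evaluation: Percent inhibition scaled between no-compound controls and no-enzyme blanks | Benchmarks: Enzyme without compound as high, wells lacking enzyme as low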
Wee1 degr inh – human Wee1 degradation inhibition, primary screen; AID 1321; P30291; reporter increase, % at 5 µM; hit rate 1.2% among 220,000; HeLa Luc-Wee1K328M stability, luciferase luminescence; 100% = proteasome inhibitor MG132 effect;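 active means activation above the mean of all tested compounds plus 3 SD, set per screening run, cut at about 8.8% in these data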;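 further: cells exposed to compound for 20 h before luminescence read; 0% = DMSO alone and 100% = MG132 at 30 µM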
FXIIa inh 1536 – factor XIIa (human) inhibition; hit rate 0.3% among 220,000; purified FXIIa, Boc-QGR-AMC fluorogenic substrate, 2 h; inhibition, % at 5 µM; in the data active means inhibition above about 40%;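 further: 0% = enzyme with no compound and 100% = blank without enzyme; many of its hits are not listed in these tables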
Hck-Nef inh – human Hck-Nef kinase inhibition. P08631. Recombinant Hck-YEEI plus Nef, Z-Lyte FRET kinase assay. inhibition, % at 20 µM. hit rate 0.68% among 220,000. AID 463187;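 active means Hck-Nef kinase inhibition above about 50%, limit read from the data; inactive means inhibition below that limit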;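 further: 0% = DMSO with Hck plus Nef and 100% = Hck alone without Nef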
Target sequence (P08631 whole entry, looked up): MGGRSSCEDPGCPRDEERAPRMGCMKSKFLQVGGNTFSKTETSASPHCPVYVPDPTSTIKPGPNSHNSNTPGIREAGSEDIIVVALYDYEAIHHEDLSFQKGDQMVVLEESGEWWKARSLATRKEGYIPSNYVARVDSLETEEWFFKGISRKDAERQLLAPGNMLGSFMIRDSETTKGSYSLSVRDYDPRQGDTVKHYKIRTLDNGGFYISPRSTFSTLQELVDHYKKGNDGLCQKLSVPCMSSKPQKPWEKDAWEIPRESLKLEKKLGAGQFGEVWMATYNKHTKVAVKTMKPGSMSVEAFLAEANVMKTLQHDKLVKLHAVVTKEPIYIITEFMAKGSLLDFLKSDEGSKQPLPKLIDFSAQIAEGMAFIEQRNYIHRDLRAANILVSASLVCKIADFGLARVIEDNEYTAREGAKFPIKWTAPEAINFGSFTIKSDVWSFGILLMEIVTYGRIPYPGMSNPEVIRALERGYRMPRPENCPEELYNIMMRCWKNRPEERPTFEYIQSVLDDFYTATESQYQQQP
FXIa inh 1536 – inhibitors of human coagulation factor XIa. P03951. purified FXIa, Boc-Glu-Ala-Arg-AMC fluorogenic substrate. inhibition, % at 5 µM. hit rate 0.14% among 220,000;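 active means inhibition of at least 40%; inactive means inhibition below 40%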;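 further: fluorescence of freed AMC excited at 355 nm; 0% = enzyme without compound and 100% = no enzyme blank; many of its hits are not listed in these tables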
* hit, by the source's call; . = not tested or not shown; [ ] = remark or other dose.

SMILES	hK5 inh	14-3-3 Bad PPI	Runt-CBFb FRET	Runt-SMMHC FRET	thrombin 1536	Wee1 degr inh	FXIIa inh 1536	Hck-Nef inh	FXIa inh 1536
CC1CCN(S(=O)(=O)c2cccc(C(N)=O)c2)CC1	-11	3	0	-5	-2	-2	26	-6	18
C/C(=N/NC(=O)CN1CCN(Cc2ccccc2Cl)CC1)c1ccncc1	-6	-3	0	3	-8	-4	5	-1	-2
CC1Cc2nc(SCC(=O)N3CCCC3)n(C)c(=O)c2S1 (stereo not given)	-16	-1	0	2	-5	-1	10	-4	-3
COc1cc2ncnc(NCc3ccco3)c2cc1OC	-16	-11	-1	2	-1	2	10	53*	-4
COc1ccc(C(=O)N/N=C(\C)Cn2cnc([N+](=O)[O-])n2)cc1	-5	1[fluorescence artefact?]	1	3	-9	-3	-3	0	-4
COC(=O)N/N=C/c1cccnc1	-17	-18[fluorescence artefact?]	-2	0	-11	-3	8	-2	1
Cc1cc(C)cc(N(C(=O)CCC(=O)Nc2ccccn2)C(C(=O)NC(C)C)c2ccc(O)cc2)c1 (stereo not given)	-2	-3	-2	2	1	-1	1	21	-5
COC(=O)c1c(-c2snnc2C)n[nH]c1C	-1	1	1	-1	-12	-2	2	13	-3
C=CCN(CC=C)C(=O)C1CC(=O)N(c2ccc(Br)cc2)C1 (stereo not given)	37	3	-2	-5	9	-2	24	0	4
CCOC(=O)C1CCN(C(=O)C2CCN(S(=O)(=O)c3cc(Cl)ccc3Cl)CC2)CC1	0	-4	0	3	2	0	13	0	3
Clc1ccsc1-c1ccc2ccccc2n1	9	2	1	-7	-7	0	4	3	2
c1ccc(Cc2nnc3sc(-c4ccncc4)nn23)cc1	2	4[fluorescence artefact?]	41	5	-4	-1	5	5	-1
COCCn1c(=NC(=O)c2nc3ccccc3s2)sc2cc(S(C)(=O)=O)ccc21	-10	-4	3	-8	-2	-1	12	2	8
N/C(Cc1cccc2ccccc12)=N\OC(=O)c1ccc(Br)o1	-22	-15	-1	-14	-2	1	-3	8	0
O=C(Nc1cccc(NC(=O)c2ccc(-c3ccc(Br)cc3)o2)c1)c1ccco1	-3	0[fluorescence artefact?]	-4	-5	-2	1	4	7	0
COC(=O)c1ccc(C2C(Oc3ccccc3)C(=O)N2CCc2ccc(F)cc2)cc1 (stereo not given)	2	-1[fluorescence artefact?]	-4	-7	3	-3	-2	1	7
O=S(=O)(Nc1ccncc1Cl)c1cc(Cl)ccc1Cl	-12	2	0	-4	-10	-3	-2	4	-1
CCOc1cc(C(=O)N2CCN(C/C=C/c3ccccc3)CC2)cc(OCC)c1OCC	-15	7	-11	-1	-7	0	10	1	-4
CCN(CC)C(=O)Cc1cc(C(=O)O)c2ccccc2n1	9	-1	1	0	11	3	19	-7	2
CCOC(=O)c1c(C)nc2sc3c(=O)n(-c4ccc(C(C)=O)cc4)cnc3c2c1-c1ccc(OC)cc1	-24	-14	-5	-2	17	0	5	0	0
CN(C)C(=O)N1CCC(C(=O)NCC2CCCO2)CC1 (stereo not given)	-12	-7	-1	2	30	-1	-5	-2	-14
O=C(O)c1ccc(N/N=C/C=C/c2ccccc2[N+](=O)[O-])cc1	1	-1	5	2	1	3	7	-1	3
O=C(N/N=C/c1ccc(-c2cccc([N+](=O)[O-])c2)o1)c1cccs1	-2	40	2	0	-1	-2	1	31	-5
Cn1nc(-c2ccc(NCCO)c([N+](=O)[O-])c2)c2ccccc2c1=O	-12	-1	-3	-3	-16	5	4	22	-3
CC(C(=O)O/N=C(\N)c1cccnc1)c1ccc([N+](=O)[O-])cc1 (stereo not given)	-2	-4	0	4	1	-1	2	21	1
Cc1ccc(C(=O)CSc2ccc(-c3cccnc3)nn2)cc1	-5	-9	0	2	-9	0	7	12	-3
O=c1[nH]c(SCc2cccc(Cl)c2)nc2ccccc12	1	-3	-3	1	-12	0	8	11	-4
CCCN1C(=O)c2ccccc2NC1c1ccc(OC)cc1OC (stereo not given)	-63	7	-2	3	0	-1	14	2	3
Cc1cc(Cl)ccc1NC(=S)NC(C)(C)C	0	-10	2	0	-1	3	9	1	1
COCCCNC(=O)CSC1=Nc2ccccc2C2=NC(c3ccccc3)C(=O)N12 (stereo not given)	-10	16	2	8	-11	-4	6	14	-6
CCOC(=O)c1c(N2C(=O)Nc3ccccc3N2O)n[nH]c1-c1cccc(Cl)c1	-3	-6	-1	-10	19	0	5	21	-6
Cc1cc(C)cc(NC(=S)NCc2cccs2)c1	-8	-11	-1	-3	-13	5	5	2	-4
CCOC(=O)c1cc(CNC(=O)c2c(C)oc3c2CCCC3)c(C)o1	-12	-11	-2	-2	-3	-4	12	3	2
CCOP1(=O)OCC2OC(n3cnc4c(N)ncnc43)C(O)C2O1 (stereo not given)	2	-1	0	0	-1	0	9	19	1
O=C(NN1C(=O)C2C(C1=O)C1C=CC2C12CC2)c1ccc(Cl)cc1 (stereo not given)	0	16	1	3	6	0	9	-6	2
CC(C)Sc1ncc(S(=O)(=O)c2ccccc2)c(=O)[nH]1	1	-10	2	1	-6	4	7	30	-4
C/C(=N\S(=O)(=O)c1ccc(C)cc1)NC(=S)Nc1ccc(C)cc1	-1	-2	2	-4	-5	6	5	-19	6
CCNC(=O)C1CC(=O)N(CCCc2ccccc2)C(=Nc2ccccc2)S1 (stereo not given)	-1	-4	1	-1	-5	0	11	-5	0
Cn1c(CCN2CCCCC2)nc2cc(NS(=O)(=O)c3ccc(Cl)cc3)ccc21	-2	7	1	1	11	.	9	.	-2
Cc1nn(-c2ccccc2)c(N2CCCCC2)c1/C=N/NC(=O)c1ccncc1	-1	-3	-3	0	3	-3	6	21	-4
c1ccc(-n2cnc3cc(NCc4ccccn4)ccc32)cc1	-1	51	7	8	-7	-2	-20	2	-5
O=C(N/N=C/c1cccc([N+](=O)[O-])c1)c1c[nH]c2ccccc12	-3	8	0	-26	-9	-3	4	20	-3
COc1ccc(C2CC(=O)OC3=C2C(=O)CC(C)(C)C3)c(OC)c1 (stereo not given)	-4	-6	-1	0	.	-4	4	18	3
COC(=O)CSc1nnc(CNS(=O)(=O)c2ccc(C)cc2)n1C	1	6	0	-7	-8	-2	-6	-5	-4
COCCNc1nc(-c2cc(-c3ccc(Cl)cc3)on2)cc(C(C)C)n1	4	-4	1	-3	3	.	7	21	3
Cc1ccccc1NC(=O)C1CCCN(S(=O)(=O)c2c(C)noc2C)C1 (stereo not given)	-18	16	0	4	-2	4	7	0	-7
COc1ccc(-c2nnc(SCC(=O)N3CCCCC3)o2)cc1OC	-3	-2[fluorescence artefact?]	0	-4	-6	2	1	5	-5
CC(=O)c1cccc(CN2CCC(CO)(Cc3ccccc3)CC2)c1	.	9	0	1	-2	-2	0	-5	-4

By substructure, the compounds so far with a COOH group (two)
SMILES	hK5 inh	14-3-3 Bad PPI	Runt-CBFb FRET	Runt-SMMHC FRET	thrombin 1536	Wee1 degr inh	FXIIa inh 1536	Hck-Nef inh	FXIa inh 1536
CCN(CC)C(=O)Cc1cc(C(=O)O)c2ccccc2n1	9	-1	1	0	11	3	19	-7	2
O=C(O)c1ccc(N/N=C/C=C/c2ccccc2[N+](=O)[O-])cc1	1	-1	5	2	1	3	7	-1	3

Next part:
SMILES	hK5 inh	14-3-3 Bad PPI	Runt-CBFb FRET	Runt-SMMHC FRET	thrombin 1536	Wee1 degr inh	FXIIa inh 1536	Hck-Nef inh	FXIa inh 1536
NC(=O)COC(=O)c1ccccc1OCc1ccc(Cl)cc1	1	-2	0	-2	-1	-1	9	21	-3
CCc1cc(C(=O)c2ccc(OC)cc2)c(NC(=O)CN2CCN(C)CC2)s1	-6	-2	-3	0	-2	0	8	0	7
CCOc1ccc(CN(C)CC(=O)NCc2ccccc2Cl)cc1	-6	-10	2	-1	-8	3	6	15	-2
O=C(O)c1[nH]c2ccccc2c1-c1ccccc1	3	6	-3	-1	-4	-1	5	1	1
O=C(CN1CCN(Cc2ccccc2F)C1=O)NCc1cccnc1	-8	4	0	4	-1	-1	17	21	3
CCCCN(C)C(=O)c1cc2c(s1)-c1ccccc1S(=O)(=O)C2	2	7	1	-4	0	2	7	16	3
CCOC(=O)N1CCc2c(sc3c2c(=O)n(Cc2ccccc2)c(=O)n3Cc2ccc(C)cc2)C1	-11	-3	-1	4	-9	3	10	-6	8
CCOC(=O)CCc1c(C)nc2cc(-c3ccc(F)cc3)[nH]n2c1=O	-16	.	2	3	3	-1	-11	0	-8
O=C1CCCN1CCCNc1ncnc2c1[nH]c1ccc(Cl)cc12	-14	-6[fluorescence artefact?]	0	6	-3	-2	-2	1	-8
CC(=O)n1c(Cl)c(NC(=O)CCl)c2ccccc21	-6	-4	2	3	-1	1	6	-21	0
COc1ccccc1CNC(=O)Cc1ccc(Br)cc1	-7	15	2	2	-2	4	2	-21	1
CC1CCCN(CC(O)COCc2ccc3c(c2)OCO3)C1 (stereo not given)	1	2	1	0	2	-2	7	6	1
O=C(CSc1nc2ccccc2c(=O)n1C1CC1)NCc1ccccc1	-12	9[fluorescence artefact?]	-1	5	2	1	8	3	4
CC(C)(C)NC(=O)NC(=O)CN1CCN(c2ccccc2O)CC1	-4	-3	0	0	-17	3	7	16	-6
CCC(Cc1ccccc1)NC(=O)CCn1cccc1 (stereo not given)	-18	-19[fluorescence artefact?]	-2	1	-4	0	9	0	6
O=C(Oc1ccc2c(c1)OCO2)c1cccs1	4	-1	-1	2	-6	-1	-8	2	-2
Cc1ccc(OCC(=O)NC2CCS(=O)(=O)C2)cc1 (stereo not given)	-11	-2	-2	1	-1	-2	18	-1	4
COc1ccc(C2C(C(=O)NCc3ccccn3)CCC(=O)N2c2cc(OC)c(OC)c(OC)c2)cc1 (stereo not given)	-4	-12	0	2	-6	-3	4	24	-6
O=C1C2C3C=CC(C3)C2C(=O)N1CNc1ccc(O)cc1 (stereo not given)	1	13	4	0	1	.	0	.	0
CC(=O)N1CCC(C(=O)Nc2nc(-c3ccccc3)ns2)CC1	-5	-1	-3	2	6	4	15	0	15
COC(=O)N1[C@H](Cc2ccccc2)C=C[C@]1(C)C(=O)O	-4	-5	-3	-2	-1	0	10	-6	6
COc1cccc2sc(N(CCCN(C)C)C(=O)C(c3ccccc3)c3ccccc3)nc12	-9	-8	0	3	2	5	4	18	-5
COc1ccccc1CNc1ccc(CNc2ncn[nH]2)cc1	-6	-6	-1	2	2	1	4	10	0
CC1CCCC(C)N1CC(O)COc1ccc(Cl)cc1 (stereo not given)	8	7[fluorescence artefact?]	3	-4	2	-2	19	0	5
NC(=O)NOCc1ncc(C(F)(F)F)cc1Cl	-1	-5	1	-8	-3	4	16	4	4
CS(=O)(=O)N(CC(=O)N1CCN(c2ccc(F)cc2)CC1)C1CCCCC1	-4	-4	2	4	-3	0	9	2	-3
CC(C)(C)NS(=O)(=O)c1ccc(OCC(=O)Nc2ccc3c(c2)OCCO3)cc1	-16	-20	0	-2	6	0	18	-4	5
